Bioassay records: PubChem, several laboratories
FadD28 binding: blocks FadD28 binding to the bisubstrate probe | AID 588549 | fluorescence polarization | inhibition, % at 12.5 µM | actives 0.22% (n = 360,000); in the data active = inhibition above about 8.5%, passing the limit was not always enough
UGM FP inh: Mtb UDP-galactopyranose mutase inhibition | P9WIQ1 | purified UGM, fluorescence polarization probe displacement | inhibition, % at 10 µM | actives 0.06% (n = 320,000); in the data active = inhibition above about 10%, passing the limit was not always enough
Target sequence (P9WIQ1 whole entry, looked up): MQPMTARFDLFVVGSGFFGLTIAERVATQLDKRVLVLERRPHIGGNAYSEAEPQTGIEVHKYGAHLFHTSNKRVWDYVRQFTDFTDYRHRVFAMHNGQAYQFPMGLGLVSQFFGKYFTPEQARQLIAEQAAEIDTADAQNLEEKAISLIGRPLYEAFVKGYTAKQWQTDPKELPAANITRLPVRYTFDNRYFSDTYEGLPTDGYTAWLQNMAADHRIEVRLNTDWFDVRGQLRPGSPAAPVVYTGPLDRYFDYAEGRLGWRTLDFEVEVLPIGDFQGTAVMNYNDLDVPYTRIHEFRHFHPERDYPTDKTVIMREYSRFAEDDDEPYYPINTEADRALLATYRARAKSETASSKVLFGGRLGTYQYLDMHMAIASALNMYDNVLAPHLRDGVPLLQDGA
BoNT A protease: blocks Botulinum neurotoxin A light chain protease; inhibition, % at 10 µM; actives 0.17% (n = 360,000); multiplex microsphere protease substrate cleavage, flow cytometry; AID 588499; in the data active = inhibition above about 30%; also: plate controls were buffer without enzyme for full effect and enzyme alone for no effect
Mtb BioA inh: inhibitors of Mycobacterium tuberculosis BioA enzyme; purified M. tuberculosis BioA enzyme, plate reader; inhibition, % at 9.99 µM; actives 0.096% (n = 360,000); AID 602481; in the data active = inhibition above about 40%
FBA Mtb inh: inhibitors of M. tuberculosis fructose-bisphosphate aldolase; actives 2.3% (n = 360,000); inhibition, % at 1 µM; purified M. tuberculosis FBA, fluorescence read-out; P9WQA3; in the data active = inhibition above about 27%;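 also: 0% = vehicle and 100% = reference inhibitor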
Target sequence (P9WQA3 whole entry, looked up): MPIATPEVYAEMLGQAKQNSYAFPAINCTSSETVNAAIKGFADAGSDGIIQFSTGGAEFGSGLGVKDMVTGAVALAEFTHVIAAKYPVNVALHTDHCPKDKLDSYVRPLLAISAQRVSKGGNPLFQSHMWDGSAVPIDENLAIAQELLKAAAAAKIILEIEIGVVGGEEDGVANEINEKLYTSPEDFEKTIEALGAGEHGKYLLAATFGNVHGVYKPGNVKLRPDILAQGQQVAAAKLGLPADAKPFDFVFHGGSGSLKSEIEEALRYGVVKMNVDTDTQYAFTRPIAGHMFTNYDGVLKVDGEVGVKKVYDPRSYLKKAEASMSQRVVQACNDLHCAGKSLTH
CCHF vOTU inh: blocks the CCHF virus ovarian tumor domain protease; CCHFV vOTU protease, Pep-AMC fluorescence; inhibition, % at 11.5 µM; actives 0.55% (n = 370,000); also: 0% = vehicle wells with enzyme and 100% = no enzyme wells
BoNT-F LC inh: blocks Botulinum neurotoxin F light chain protease. Multiplex microsphere protease cleavage assay, flow cytometry. actives 0.22% (n = 360,000). inhibition, % at 10 µM; in the data active = inhibition above about 35%, passing the limit was not always enough; also: plate controls were buffer without enzyme for full effect and enzyme alone for no effect
GDH-TPI inh: GDH-TPI coupled enzyme inhibition counter-screen; GDH-TPI coupled enzyme counterscreen, NADH absorbance; inhibition, % at 4.8 µM; actives 1.2% (n = 360,000); AID 588335;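 also: 0% = DMSO wells and 100% = wells lacking the enzyme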
PrPC surface inh: reduces human prion protein on the cell surface; P04156; cell surface PrPC, TR-FRET read-out; inhibition, % at 13.8 µM; actives 0.43% (n = 370,000); in the data active = inhibition above about 24%; also: 0% = median of the test wells and 100% = reference compound wells
Active calls of the source: *; nt = not tested or not shown. Rule as the data show it, unless noted: active = inhibition above about 30%; inactive = the rest.

SMILES	FadD28 binding	UGM FP inh	BoNT A protease	Mtb BioA inh	FBA Mtb inh	CCHF vOTU inh	BoNT-F LC inh	GDH-TPI inh	PrPC surface inh
CCCC(=O)N(CC(=O)Nc1sc(C)c(C)c1C(N)=O)Cc1ccccc1	-2.1	1.7	0.6	nt	0	-1	0	1	2
COc1ccc(CN2CCN(c3ccccn3)CC2)c(OC)c1	-1.2	-2.4	-0.7	-1.7	8	3	-12	4	-2
O=C(Nc1nc(-c2ccco2)c(-c2ccco2)s1)C1CC(=O)N(c2ccc3c(c2)OCCO3)C1 (configuration not stated)	0.9	0.0	2.0	-1.5	2	19	6	17	-10
Cc1ccc(C)c(NC(=O)c2cc(S(=O)(=O)N3CCCCC3)c[nH]2)c1	-4.6	-1.3	-0.3	0.5	0	7	4	-5	1
Cc1ccc(C(=O)NC(C)C(c2cccs2)N2CCCC2)s1 (configuration not stated)	-3.1	0.3	-1.5	nt	-5	7	-5	0	-3
Cc1nnc(N(Cc2ccco2)C(=O)c2ccno2)s1	-0.3	-0.7	0.3	0.1	-4	11	10	2	6
COc1cccc2cc(C(=O)C3=C(O)C(=O)N(Cc4ccco4)C3c3cccnc3)oc12 (configuration not stated)	-3.6	3.5	-0.1	0.2	1	nt	-15	18	nt
O=[N+]([O-])c1ccccc1NCc1ccccc1Cl	-2.8	nt	-0.3	nt	-1	2	-3	0	3
COc1ccc(OCCCC(=O)Nc2nc(-c3ccccn3)cs2)cc1	-5.7	-0.1	-0.7	-0.8	-1	-14	-6	5	-1
Cc1ccc2nc(-c3ccccc3)nn2c1	-1.5	nt	-0.1	-0.5	-2	-4	0	6	3
CCOC(=O)N1CCC(=NNS(=O)(=O)c2cccc([N+](=O)[O-])c2)CC1	-1.9	-1.0	-7.5	nt	-3	-9	-8	3	-7
COC(=O)c1ccccc1NC(NC(=O)c1ccco1)C(=O)c1ccccc1 (configuration not stated)	-2.1	-1.3	-0.7	-0.2	4	5	-1	8	-4
CCOC(=O)N1CCC(NC(=O)c2cnn3ccccc23)CC1	-3.8	1.5	-0.7	0.7	30*	2	-6	10	-4
O=C(O)c1ccc(N=NN2CCCCC2)cc1	-1.1	0.6	1.3	nt	-4	-4	5	24	-3
CCN(CC)CCNC(=O)C(C)c1nn(CC)c(=O)c2ccccc12 (configuration not stated)	0.2	0.0	1.0	nt	6	nt	1	0	nt
C=CCNC(=O)CN(c1ccccc1OCC)S(=O)(=O)c1ccc(C)cc1	-3.0	-2.3	-0.6	-1.5	-1	5	2	0	7
CCOC(=O)C=Nc1c(N)n(C)c(=O)n(C)c1=O	-4.0	-1.4	0.8	-0.8	0	7	1	-5	4
CC(C)(C)OC(=O)N(CCc1ccccc1)Cc1ccc(OCc2cccc(NC(=O)c3ccccc3)c2)cc1	-0.4	nt	-0.8	0.0	0	22	-6	4	6
c1ccc(-c2noc(CC3CCCCC3)n2)cc1	-0.9	-0.4	-4.7	0.3	2	-3	-21	1	7
Cc1ccc(F)cc1NC(=O)C12CC3CC(C1)CC(n1cnc([N+](=O)[O-])n1)(C3)C2	-2.8	0.6	-0.1	-0.6	0	9	1	2	-17
O=Cc1cccn1-c1ccc2ccccc2c1	-4.1	0.2	0.4	1.1	-1	4	-2	-6	2
O=C(NCc1ccccc1)/C(=N\O)c1ccccc1	-3.5	0.9	0.7	-0.3	0	-1	6	2	-5
Cc1cc(C)c(C#N)c(SCc2cn3c(C)cccc3n2)n1	-4.6	-2.2	-0.3	nt	6	6	0	0	3
COc1ccc(C)cc1NC(=O)c1cc2c(s1)CCC2	-3.1	-1.6	0.5	1.0	2	5	5	-6	4
CC(NC(=O)c1ccco1)C(=O)N1CCN(C(c2ccccc2)c2ccccc2)CC1 (configuration not stated)	-4.8	-1.8	-1.7	3.0	-3	-2	4	-8	12
Remaining list, next part:
SMILES	FadD28 binding	UGM FP inh	BoNT A protease	Mtb BioA inh	FBA Mtb inh	CCHF vOTU inh	BoNT-F LC inh	GDH-TPI inh	PrPC surface inh
COc1cc(SC)ccc1C(=O)NCCOc1ccccc1Cl	-5.2	0.7	-0.5	0.8	2	1	-4	-7	3
N#Cc1c(-c2ccc(F)cc2)noc1N	1.8	-0.3	-0.1	-1.2	2	-9	8	4	-2
O=C(NC1CCN(Cc2ccccc2)CC1)c1cc(Br)c(Br)[nH]1	2.7	6.0	-0.2	nt	40*	19	-6	-4	-9
CCCCN(CCCC)c1nc2ccccc2nc1NS(=O)(=O)c1ccc(NC(C)=O)cc1	0.5	2.8	0.2	-1.4	-1	-1	7	7	5
Cn1c(=O)c2c(C(=O)O)cc(-c3ccccc3)nc2n(Cc2ccccc2)c1=O	-3.4	-1.0	-1.9	-1.6	-2	6	-7	-5	1
CCCCNC(=O)c1cc2c(=O)n3cccc(C)c3nc2n(Cc2ccccc2)c1=N	-3.1	-1.0	12	4.9	150*	-81	9	1	-16
CN(CCOc1ccccc1)C(=O)c1cc([N+](=O)[O-])ccc1N1CCOCC1	-1.5	nt	nt	-0.8	-2	11	nt	7	-26
O=C1C=C(Nc2ccc(Cl)cc2)C(=O)N1c1ccc(Cl)cc1	-0.5	-2.2	-0.5	nt	0	-5	-2	-3	3
CC(=O)N1CCN(Cc2cc(=O)oc3cc(C)ccc23)CC1	-3.5	nt	-0.3	1.9	-3	-3	-1	nt	-4
CC(C)(CO)CNc1ccn2nccc2n1	-2.0	nt	-0.2	0.9	5	0	-1	3	-4
COc1ccc(-c2nc3c4ccccc4ccn3c2Cc2ccccc2)cc1OC	-8.2	nt	1.3	0.1	25	-4	-9	nt	-2
CC1CCN(S(=O)(=O)c2cccc(C(=O)NCC3CCCO3)c2)CC1 (configuration not stated)	-2.5	-0.5	1.1	-1.5	4	-2	14	-2	3
O=C(O)c1ccc(N2CCc3ccccc32)c([N+](=O)[O-])c1	1.3	-1.8	-0.2	-0.4	-4	8	-7	18	-47
COCCNC(=O)C1(C)CCN(C(=O)c2cc(-c3ccccc3)cs2)C1 (configuration not stated)	-0.9	nt	0.2	1.8	6	8	4	7	-3
Cc1ncc([N+](=O)[O-])n1CC(=O)Nc1ccccc1Cl	-1.9	nt	0.2	-1.0	-4	2	1	2	0
Cc1ccc(C(=O)Nc2ccc(C(=O)/C=C/c3cccs3)cc2)cc1	-2.2	-1.6	1.1	-0.7	0	-9	-1	18	-5
COC(=O)C(=O)/C=C(\O)c1ccc(C)cc1	-1.5	nt	1.2	nt	7	7	16	17	-3
S=C(NCCc1ccccc1)N1Cc2ccc(Br)cc2-n2nncc2C1	-9.5	nt	-1.4	-2.1	1	15	0	nt	1
CCN(CC)c1ccc(NC(=O)CSc2nc3ccccc3c(=O)[nH]2)cc1	-0.1	0.9	0.2	0.2	0	20	1	0	10
O=C(Nc1ccccc1)C1CCCN1/C=C/C(=O)C(F)(F)F (configuration not stated)	-4.7	-1.9	-2.4	0.1	2	0	-2	44*	1
CSc1nnc(C)c(=O)n1COC(=O)COc1ccc2ccccc2c1	0.2	1.0	0.2	nt	0	-6	-5	12	6
Cc1ccc(-c2ccnc3nc(-n4cccc4)nn23)o1	-0.2	2.6	0.7	-1.7	-2	2	-1	16	0
CC(C)Cc1nnc(NC(=O)CN2C(=O)c3ccccc3C2=O)s1	-2.0	-0.7	-0.3	0.2	4	4	-3	2	8
O=C(Nc1ccccc1)Nc1csc2ccccc12	-2.7	-1.9	-0.8	-2.1	-1	3	-3	6	8
CC(C)(c1ccc(O)cc1)c1ccc(O)cc1	-4.0	3.1	-2.4	1.3	-2	-6	13	6	-1
Next entries follow:
SMILES	FadD28 binding	UGM FP inh	BoNT A protease	Mtb BioA inh	FBA Mtb inh	CCHF vOTU inh	BoNT-F LC inh	GDH-TPI inh	PrPC surface inh
Cc1ccc2cc(C3CC(c4ccco4)=NN3C(=O)CCC(=O)O)c(Cl)nc2c1 (configuration not stated)	-1.1	1.4	-0.2	nt	-1	3	0	3	-3
O=C(NNC1CC(=O)N(c2cccc(Cl)c2)C1=O)c1cccs1 (configuration not stated)	-1.2	-0.2	-1.0	0.8	3	5	-3	6	6
Cc1cc(C(=O)N2CCN(S(=O)(=O)c3ccccc3C#N)CC2)c(C)o1	-0.4	-1.2	0.3	3.0	-2	2	4	6	5
CCC(=O)OC1(C)C(=O)C=C2C=C(c3ccc(C#N)cc3)OC=C2C1=O (configuration not stated)	3.4	0.3	2.4	-1.0	-1	16	-2	5	-8
CC(=O)Nc1ccc(S(=O)(=O)N2CCCC(C(=O)O)C2)cc1 (configuration not stated)	-0.5	1.1	-0.6	nt	5	-4	0	-5	3
CCOC(=O)Oc1ccc2c(c1)C(C)=CC(C)(C)N2C(=O)OCC	-3.5	0.3	-0.4	-1.1	2	11	-26	-1	-8
COc1ccc(S(=O)(=O)N2CCC(C(=O)NCc3ccccc3)CC2)cc1OC	-1.5	0.1	-0.1	nt	3	-13	5	0	7
O=C(O)c1ccc(N/N=C/c2ccc(-c3cc(Cl)ccc3Cl)o2)cc1	1.6	-2.5	-0.1	-2.6	8	-2	6	22	6
Cc1ccc(Cl)cc1N1CCN(C(=O)C2CCCN(S(=O)(=O)c3cnc[nH]3)C2)CC1 (configuration not stated)	-0.4	-1.1	-1.0	4.9	-1	1	-16	2	1
COc1ccccc1N(CC(=O)NCc1ccc(F)cc1)C(=O)CCC(=O)Nc1nccs1	-0.3	-1.3	-0.9	-2.7	0	16	-32	6	5
CCc1nn2c(=O)cc(COC(=O)c3ccc(SC)cc3OC)nc2s1	-3.2	-0.3	-0.9	-1.0	-2	3	-5	-1	9
CN(Cc1ccccc1)C(=O)COC(=O)CCC(=O)c1ccc(Cl)cc1	-1.5	-1.6	-1.3	-1.6	0	12	-7	8	-3
COc1cccc(/C=N/NC(=O)CNC(=O)c2cccs2)c1O	-1.7	-3.8	-0.2	nt	-1	10	-6	11	7
CNC(=O)c1ccc(Nc2nnc(-c3ccc(C)c(S(=O)(=O)NCC4CCCO4)c3)c3ccccc23)cc1 (configuration not stated)	-13	-1.0	1.8	nt	-1	5	-4	24	-24
COc1ccc(S(=O)(=O)n2cnc3ccccc32)c(C)c1	-0.8	-0.4	-2.8	-1.5	-1	-4	-10	6	6
COC(=O)c1ccccc1NC(=O)CSc1nc2ccccc2c(=O)[nH]1	1.8	0.5	0.2	-3.5	-3	7	4	1	-3
Cc1nn(Cc2ccccc2)c(C)c1NC(=O)c1ccc([N+](=O)[O-])cc1[N+](=O)[O-]	-4.7	-2.9	0.9	-0.7	-1	-4	1	2	-50
O=C(Nc1ccccc1Cl)c1cc(C2CCCN(C(=O)C3CCCCC3)C2)on1 (configuration not stated)	-1.7	nt	-0.8	0.2	-5	4	-21	-2	0
CC(=O)c1cc2c(cc1NC(=O)CN1CCCCCCC1)OCO2	-2.5	-0.5	0.6	-2.4	3	4	-7	4	-5
Cc1nnc2sc(-c3cccc(NC(=O)c4cccnc4)c3)nn12	-0.4	1.1	3.5	27	2	-7	5	16	1
CCc1nn2c(=O)c(S(=O)(=O)Nc3ccc(C(C)C)cc3)c(C)nc2s1	-1.6	0.1	-0.3	-1.7	-3	3	-4	4	1
O=C1Nc2cc(C(=O)NCCN3CCCCCC3)ccc2S/C1=C\c1ccccc1	-20	-3.1	0.5	-1.4	-2	12	-1	3	-17
O=S1(=O)CCN(Cc2ccc(Cl)c(C(F)(F)F)c2)CC1	-1.2	-0.5	-0.4	nt	-1	-4	-6	7	-2

Three entries from above, with values under each structure:
Order of results – FadD28 binding, UGM FP inh, BoNT A protease, Mtb BioA inh, FBA Mtb inh, CCHF vOTU inh, BoNT-F LC inh, GDH-TPI inh, PrPC surface inh
- CCC(=O)OC1(C)C(=O)C=C2C=C(c3ccc(C#N)cc3)OC=C2C1=O (configuration not stated)
→ 3.4, 0.3, 2.4, -1.0, -1, 16, -2, 5, -8
- COc1cccc(/C=N/NC(=O)CNC(=O)c2cccs2)c1O
→ -1.7, -3.8, -0.2, nt, -1, 10, -6, 11, 7
- O=C(Nc1ccccc1Cl)c1cc(C2CCCN(C(=O)C3CCCCC3)C2)on1 (configuration not stated)
→ -1.7, nt, -0.8, 0.2, -5, 4, -21, -2, 0

Laid out differently: entries from further up
SMILES,FadD28 binding,UGM FP inh,BoNT A protease,Mtb BioA inh,FBA Mtb inh,CCHF vOTU inh,BoNT-F LC inh,GDH-TPI inh,PrPC surface inh
Cc1ccc(Cl)cc1N1CCN(C(=O)C2CCCN(S(=O)(=O)c3cnc[nH]3)C2)CC1 (configuration not stated),-0.4,-1.1,-1.0,4.9,-1,1,-16,2,1
Cc1nnc2sc(-c3cccc(NC(=O)c4cccnc4)c3)nn12,-0.4,1.1,3.5,27,2,-7,5,16,1
O=C(NNC1CC(=O)N(c2cccc(Cl)c2)C1=O)c1cccs1 (configuration not stated),-1.2,-0.2,-1.0,0.8,3,5,-3,6,6

Rows are unselected; about 4.8% have a hit in one of these screens.
